Source: PubChem BioAssay
SIAE inh = inhibitors of human sialic acid acetylesterase SIAE | actives 0.69% (n = 370,000) | SIAE FP-Rh probe binding, fluorescence polarization | Q9HAT2 | inhibition, % at 9.66 µM;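 active = inhibition above a cutoff: mean of compounds within the control limits plus 3 SD of those, cut at about 17% in these data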;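 also: 0% = plate median of compound wells and 100% = probe without SIAE protein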
ABHD4 inh = inhibitors of mouse ABHD4 | Q8VD66 | purified mABHD4, FP-Rh probe fluorescence polarization | inhibition, % at 8.92 µM | actives 0.54% (n = 370,000) | AID 720543;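 active = inhibition exceeding the mean over every tested compound plus 3 SD, cut at about 30% in these data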;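 also: 0% = plate median of compound wells and 100% = S159A mutant with DMSO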
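Assay system: mouse ABHD4 enzyme, wild type / Also added: fluorescent activity-based probe FP-Rh / Doses: single nominal dose of 8.92 µM, 0.89% DMSO final / Timing: 45 min compound pre-incubation plus 60 min probe step, 25 °C / Signal: FP readout, ex 525 nm / em 598 nm / Control set: S159A mutant/DMSO as 100%, compound-well median as 0%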
PRMT1 FP inh = inhibitors of human PRMT1; Q99873; recombinant PRMT1, activity-based probe fluorescence polarization; inhibition, % at 2.79 µM; actives 1.3% (n = 370,000); AID 652257;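 active = inhibition above about 21% made by adding two undisclosed values, limit read from the data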
NR1D1 modulator = Rev-erb alpha (human) modulation. P20393. Rev-erbα–FITC-DNA binding, fluorescence polarization, 90 min. activity, % at 10 µM. actives 0.79% (n = 370,000). AID 1259318;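 active = activity above about 14%, limit read from the data; passing the limit was not always enough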;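 also: 0% = DMSO wells with 35 nM protein and 100% = DMSO wells with 750 nM protein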
Target sequence (P20393 whole entry, looked up): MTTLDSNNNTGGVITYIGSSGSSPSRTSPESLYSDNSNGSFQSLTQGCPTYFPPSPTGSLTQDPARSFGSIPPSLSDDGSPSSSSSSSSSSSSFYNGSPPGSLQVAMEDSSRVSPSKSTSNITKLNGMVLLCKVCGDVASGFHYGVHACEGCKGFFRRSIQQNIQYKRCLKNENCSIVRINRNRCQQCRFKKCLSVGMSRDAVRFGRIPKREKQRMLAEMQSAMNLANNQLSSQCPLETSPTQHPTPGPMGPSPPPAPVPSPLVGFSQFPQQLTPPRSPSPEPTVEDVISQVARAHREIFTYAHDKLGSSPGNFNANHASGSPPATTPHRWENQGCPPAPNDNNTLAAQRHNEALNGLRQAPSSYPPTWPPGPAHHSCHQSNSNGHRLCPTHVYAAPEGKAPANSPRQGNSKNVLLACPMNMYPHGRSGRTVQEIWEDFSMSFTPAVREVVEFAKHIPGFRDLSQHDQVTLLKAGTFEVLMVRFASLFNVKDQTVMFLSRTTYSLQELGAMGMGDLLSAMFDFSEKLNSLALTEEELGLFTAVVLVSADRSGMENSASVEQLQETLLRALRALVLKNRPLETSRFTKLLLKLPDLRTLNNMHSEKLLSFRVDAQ
TCR CD3 inh = blocks the human TCR-CD3 interaction | inhibition, % at 9.4 µM | actives 0.37% (n = 360,000) | TAMRA-labeled TCR probe fluorescence, biochemical; in the data active = inhibition above about 19%;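 also: recombinant mutant TCR 2C K166C tagged with TAMRA read by polarization; 0% = receptor in buffer alone and 100% = receptor with positive control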
HTRA1 inh = HTRA1 (human) protease inhibition. recombinant HTRA1, FP-rhodamine activity-based probe, fluorescence polarization. inhibition, % at 5.96 µM. Q92743. actives 0.5% (n = 340,000); in the data active = inhibition above about 36%;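 also: 0% = enzyme with DMSO and 100% = wells lacking enzyme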
TDP2 absorb = TDP2 (human) inhibition, absorbance primary screen | O95551 | recombinant TDP2, T5PNP hydrolysis, p-nitrophenol absorbance 415 nm | inhibition, % at 12.8 µM | actives 0.34% (n = 370,000) | AID 720702;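 active = inhibition above the mean of all tested compounds plus 3 SD, set per campaign, cut at about 25% in these data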;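 also: 0% = DMSO with enzyme and 100% = buffer with substrate but no TDP2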
Target sequence (O95551 whole entry, looked up): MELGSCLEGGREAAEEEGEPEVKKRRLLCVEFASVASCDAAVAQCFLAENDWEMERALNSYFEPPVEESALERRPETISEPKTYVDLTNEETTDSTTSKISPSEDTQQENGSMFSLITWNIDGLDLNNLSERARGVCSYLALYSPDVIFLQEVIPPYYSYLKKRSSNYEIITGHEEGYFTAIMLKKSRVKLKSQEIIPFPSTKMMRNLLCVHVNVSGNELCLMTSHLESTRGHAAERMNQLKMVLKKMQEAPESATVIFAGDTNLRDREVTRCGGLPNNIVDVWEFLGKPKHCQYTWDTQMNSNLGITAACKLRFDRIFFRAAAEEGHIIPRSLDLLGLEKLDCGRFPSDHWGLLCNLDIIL
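Test system: human TDP2 enzyme; Input: 120 nM TDP2 per well; Buffer or medium: Mg2+-containing Tris-HCl buffer, pH 7.5; Reagent: 5 mM T5PNP; Dosing: 12.8 µM single point, 1% DMSO; Incubation: reaction 2 h, 37 °C; Detection: p-Nitrophenol epi absorbance; Read-out: % inhibition relative to enzyme-containing and enzyme-free wells; Replicates: single well per compound.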
PG9 Ab binder = small molecules binding HIV-1 gp120 antibody PG9; actives 0.43% (n = 360,000); inhibition, % at 6.7 µM; TR-FRET gp120-PG9 antibody binding; in the data active = inhibition above about 8.5%
rCAG binder = molecules binding r(CAG) RNA repeats; r(CAG) RNA repeat, TO-PRO-1 dye displacement fluorescence; inhibition, % at 3 µM; actives 1.3% (n = 370,000);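 active = inhibition above the plate cutoff, the mean of all test compounds on that plate plus 3 SD, cut at about 35% in these data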;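 also: 0% = DMSO alone and 100% = 100 µM mitoxantrone as full dye displacement; higher means more dye released from RNA so lower well fluorescence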
LEDGF integ inh = blocks HIV-1 LEDGF/p75-dependent DNA integration | TR-FRET IN-LEDGF/p75 DNA integration, Eu/Cy5 | inhibition, % at 3.7 µM | actives 0.64% (n = 370,000) | AID 743269;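 active = inhibition above the screen-wide mean plus 3 SD, cut at about 13% in these data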;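 also: signal is the Cy5 over europium emission ratio at 671 and 618 nm; 0% = plate median of compound wells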
An asterisk follows results filed as active; · = not tested or not shown. An excerpt; the hit share may differ from the screen's.

cpd	canonical_smiles	SIAE inh	ABHD4 inh	PRMT1 FP inh	NR1D1 modulator	TCR CD3 inh	HTRA1 inh	TDP2 absorb	PG9 Ab binder	rCAG binder	LEDGF integ inh
1	COc1ccc(NC(=S)NC(C)c2ccncc2)cc1OC (configuration not stated)	1.4	-0.1	-1.2	4.0	5.5	1.0	8.6	0.4	1.2	1.1
2	O=C(Cc1n[nH]c(=O)c2ccccc12)OCC(=O)c1ccccc1	8.6	0.0	-3.2	0.5	-1.9	-1.6	3.1	-1.2	1.2	0.0
3	CCOc1ccc(N(CC(=O)NC2CCCC2)C(=O)CCC(=O)Nc2ccccn2)cc1	7.4	8.1	1.4	-4.7	1.5	-0.6	-2.9	-0.5	-4.8	0.6
4	Nc1ccccc1SCC(=O)Nc1nccs1	-2.2	-2.9	-1.0	-6.1	0.5	-0.7	-13.4	-0.6	-6.9	0.4
5	O=C(c1cc(COc2ccc(F)c(F)c2)on1)N1CCOCC1	-6.4	2.1	-2.1	2.7	-0.2	-2.6	8.9	-1.0	-2.0	1.2
6	c1ccc(OCCSc2nnnn2-c2ccccc2)cc1	8.4	-4.0	-0.2	1.2	-4.1	-10.4	3.7	0.6	-2.2	2.5
7	CCOc1cc(/C=N/n2c(C)nc3sc(C)c(C)c3c2=O)ccc1O	2.7	1.8	-2.1	-4.8	10.7	1.9	1.6	-0.2	1.0	-1.0
8	CCOC(=O)[C@]12CCCCC/C=C\1N(Cc1ccc(OC)cc1)C(=O)[C@H]2CC(=O)NCCC(C)C	1.9	-2.6	-4.3	-6.2	·	·	9.0	·	-1.3	-2.1
9	Cc1ccc(-c2noc(CCC(=O)NCCCN3CCN(c4ccc(F)cc4)CC3)n2)cc1	4.2	-2.5	-2.2	-3.9	5.2	0.3	-5.6	-0.8	-5.6	-0.1
10	COc1ccc(NC(=O)[C@H](NC(=O)[C@@H]2Cc3ccccc3CN2)c2ccccc2)cc1	0.3	10.4	3.0	-4.0	-1.1	-0.2	3.2	0.5	0.0	-4.4
11	O=C(COc1ccc(Nc2ccccc2)cc1)OCC(=O)N1CCCCC1	8.1	7.2	-0.6	-2.1	4.6	12.3	9.3	-4.0	-0.9	3.8
12	O=C(Nc1ccc(C(F)(F)F)cc1)c1ccccc1-n1cnnn1	-2.2	1.0	-2.6	-7.1	-1.2	-5.5	-12.8	-1.2	4.0	-1.9
13	O=C(/C=C/c1ccco1)Nc1ccc2nc3n(c(=O)c2c1)CCCC3	-8.9	-11.3	0.1	-32.0	1.3	-10.7	4.8	-0.5	8.4	3.1
14	CCCn1nc2cc(C(=O)N(CC)c3ccc(OC)cc3)ccc2c1OCC	15.2	2.4	-1.9	2.2	-2.1	-1.3	2.5	-1.9	-7.9	1.0
15	CCOCCCNC(=O)C(c1ccccc1)N(Cc1cccs1)C(=O)c1ccccc1O (configuration not stated)	7.5	-5.8	-2.8	-0.9	3.6	-3.1	-3.7	-2.3	-7.3	2.9

Quoted at random: 2 records from the list.
cpd	canonical_smiles	SIAE inh	ABHD4 inh	PRMT1 FP inh	NR1D1 modulator	TCR CD3 inh	HTRA1 inh	TDP2 absorb	PG9 Ab binder	rCAG binder	LEDGF integ inh
6	c1ccc(OCCSc2nnnn2-c2ccccc2)cc1	8.4	-4.0	-0.2	1.2	-4.1	-10.4	3.7	0.6	-2.2	2.5
3	CCOc1ccc(N(CC(=O)NC2CCCC2)C(=O)CCC(=O)Nc2ccccn2)cc1	7.4	8.1	1.4	-4.7	1.5	-0.6	-2.9	-0.5	-4.8	0.6

Next section:
cpd	canonical_smiles	SIAE inh	ABHD4 inh	PRMT1 FP inh	NR1D1 modulator	TCR CD3 inh	HTRA1 inh	TDP2 absorb	PG9 Ab binder	rCAG binder	LEDGF integ inh
16	Cc1ccc(N2C(=O)c3cccc4c(Oc5ccccc5[N+](=O)[O-])ccc(c34)C2=O)c(C)c1	-3.3	5.2	5.6	2.0	-9.3	-3.6	6.5	-2.3	3.9	-4.7
17	Cn1nnnc1SCCNC/C=C/c1ccccc1	-12.4	-6.2	-1.4	-2.8	8.1	6.2	-19.5	-2.6	2.2	3.2
18	CN(CC(=O)NC1CCCCCC1)S(=O)(=O)c1ccc2c(c1)n(C)c(=O)c(=O)n2C	-1.3	0.7	3.8	-1.3	-6.8	0.0	-1.1	0.3	0.5	-2.3
19	COC(=O)C1=C(C)OC(N)=C(C#N)C1c1cc2cc(C)ccc2nc1Cl (configuration not stated)	-3.5	-3.1	-0.5	3.0	5.9	-8.4	-5.6	-2.9	11.2	3.2
20	[O-]/[N+](=C/c1ccc(F)cc1)c1ccccc1	1.3	1.9	5.7	0.0	0.8	6.3	-1.8	0.6	-1.9	-1.4
21	O=[N+]([O-])c1ccc(C(O)CSC(=S)N2CCCCC2)cc1 (configuration not stated)	-3.2	3.5	-3.5	0.4	-7.1	0.3	11.7	0.6	6.0	-3.2
22	O=C(CSc1nnnn1-c1ccccc1Cl)Nc1ccc2c(c1)OCCO2	2.4	1.4	-1.2	-1.7	-2.0	-3.2	-1.6	1.7	2.5	-1.6
23	COCCNC(=O)c1c(CSc2ccccc2)noc1C(=O)NCc1ccccc1	9.7	-5.4	-2.5	-0.8	0.5	-7.9	9.0	-0.8	-5.1	-2.4
24	C[C@]12C[C@H](O)[C@H]3[C@@H](CCC4=CC(=O)CC[C@@]43C)[C@@H]1CC[C@@H]2C(=O)CO	-7.3	8.8	1.2	-5.3	-8.9	0.2	9.0	0.6	0.7	-0.7
25	Cc1ccc(Cn2c(=N)c(C(=O)NCC3CCCO3)cc3c(=O)n4cccc(C)c4nc32)cc1 (configuration not stated)	4.3	-5.3	-0.8	0.0	10.4	-24.5	0.2	-0.1	7.2	-0.3
26	CCOc1cc(N2CCOCC2)c(OCC)cc1NC(=O)COC(=O)c1c(CC)noc1C	2.6	0.2	-3.9	3.8	-4.0	6.3	0.3	-1.7	1.0	4.1
27	COc1ccc2c(c1)c(CC(=O)OC(C)C(=O)N(C)C)c(C)n2C(=O)c1ccc(Cl)cc1 (configuration not stated)	-2.3	4.2	4.0	2.8	-10.2	-4.5	-14.4	1.1	-0.4	-0.3
28	COc1ccc(C(=O)N2CCCc3ccccc32)cc1	-6.7	-3.7	3.5	0.3	5.9	-4.7	14.5	-0.7	-3.2	-0.5
29	CC(=O)Nc1ccc(Oc2sc(C(=O)c3ccccc3)c(N)c2C#N)cc1	-9.9	-0.2	-1.5	-1.6	6.5	-21.1	3.7	1.1	-2.5	0.8
30	COc1ccc(C2C(C(=O)/C=C/c3ccco3)=C(O)C(=O)N2CCN2CCOCC2)cc1 (configuration not stated)	9.8	6.5	12.5	-6.3	0.8	-3.5	-5.0	-1.0	17.4	3.5
31	Cc1ccc2c(c1)C(CS(=O)(=O)NCCc1ccccc1)NC2 (configuration not stated)	-2.8	-2.8	3.6	3.3	·	·	4.7	·	4.5	3.2
32	CC(=O)Nc1cc(C(=O)N(C)Cc2ccccc2)ccc1S(=O)(=O)c1ccc(C)cc1	-8.9	-4.8	-2.4	-3.2	-2.5	2.7	-9.4	-1.3	-6.7	5.8
33	COc1ccc(C(C)=O)cc1CSc1nncn1-c1ccccc1	-1.4	-3.6	0.7	-2.7	6.2	-0.8	2.5	-1.3	-0.7	1.9
34	Cc1cccc(N(CC(=O)NC2CCCCC2)C(=O)c2ccc(C)s2)c1	-2.8	-8.6	-4.2	5.6	-1.8	3.3	1.1	0.8	-10.4	-3.3
35	COc1ccc(/C=N/NC(=O)c2ccc(COc3cccc4cccnc34)cc2)cc1O	3.2	3.3	-4.4	2.5	-2.3	-18.7	5.5	-2.5	6.0	-1.4
36	CC1=C(C(=O)Nc2ccccc2C)C(c2cccnc2)n2nc(CCCO)nc2N1 (configuration not stated)	-2.5	4.0	1.6	-2.5	-2.4	3.0	5.2	0.1	-3.3	4.6
37	O=C(Cn1cc([N+](=O)[O-])ccc1=O)N1CCc2ccccc2C1	-0.5	-4.5	-3.0	5.6	-11.9	2.0	-18.6	-0.2	4.7	4.4
38	CCC(c1nc2ccccc2[nH]1)N(Cc1cccnc1)C(=O)c1cc(-c2ccccc2)on1 (configuration not stated)	0.2	3.6	-2.7	-3.2	8.2	·	1.8	0.4	3.5	-0.9
39	O=C(O)C1CC=CCC1C(=O)N1CCN(c2nc(-c3ccccc3)c3ccccc3n2)CC1 (configuration not stated)	3.1	10.3	-1.7	-4.6	1.0	-18.9	-3.2	1.3	6.0	-2.3
40	Cc1ccccc1N1CC(C(=O)Nc2nnc(SCCC3OCCO3)s2)CC1=O (configuration not stated)	-9.8	-10.0	5.1	-4.9	1.2	-1.4	-3.9	-1.5	11.8	2.1
41	Oc1c(Br)cc(Br)cc1CNc1cccc2cccnc12	31.6*	55.7*	12.2	-18.0	5.8	69.7*	35.5*	-5.3	30.7	39.5*
42	O=C(NCc1ccc(F)cc1)C1CCCN1C(=O)NCc1ccccc1 (configuration not stated)	0.6	-1.4	-1.2	-0.9	5.6	7.4	3.9	0.3	-2.0	-0.8
43	C[C@H](CO)N1C[C@H](C)[C@@H](CN(C)C(=O)Nc2ccc(C(C)(C)C)cc2)OCc2cn(nn2)CCCC1=O	-5.5	13.4	-0.4	3.3	-1.1	·	-8.3	-0.8	1.4	-0.6

Filtered by structure: the entries above containing an aryl thioether with sulfur outside any ring.
cpd	canonical_smiles	SIAE inh	ABHD4 inh	PRMT1 FP inh	NR1D1 modulator	TCR CD3 inh	HTRA1 inh	TDP2 absorb	PG9 Ab binder	rCAG binder	LEDGF integ inh
4	Nc1ccccc1SCC(=O)Nc1nccs1	-2.2	-2.9	-1.0	-6.1	0.5	-0.7	-13.4	-0.6	-6.9	0.4
6	c1ccc(OCCSc2nnnn2-c2ccccc2)cc1	8.4	-4.0	-0.2	1.2	-4.1	-10.4	3.7	0.6	-2.2	2.5
17	Cn1nnnc1SCCNC/C=C/c1ccccc1	-12.4	-6.2	-1.4	-2.8	8.1	6.2	-19.5	-2.6	2.2	3.2
22	O=C(CSc1nnnn1-c1ccccc1Cl)Nc1ccc2c(c1)OCCO2	2.4	1.4	-1.2	-1.7	-2.0	-3.2	-1.6	1.7	2.5	-1.6
23	COCCNC(=O)c1c(CSc2ccccc2)noc1C(=O)NCc1ccccc1	9.7	-5.4	-2.5	-0.8	0.5	-7.9	9.0	-0.8	-5.1	-2.4
33	COc1ccc(C(C)=O)cc1CSc1nncn1-c1ccccc1	-1.4	-3.6	0.7	-2.7	6.2	-0.8	2.5	-1.3	-0.7	1.9
40	Cc1ccccc1N1CC(C(=O)Nc2nnc(SCCC3OCCO3)s2)CC1=O (configuration not stated)	-9.8	-10.0	5.1	-4.9	1.2	-1.4	-3.9	-1.5	11.8	2.1
